Screening results deposited in PubChem BioAssay by University of Kansas High Throughput Screening Laboratory.
Pf apPOL block = Pf-apPOL DNA polymerase inhibition. Recombinant Pf-apPOL, molecular beacon fluorescence, 1.5 h. inhibition, % at 10 µM. actives 0.25% (n = 210,000)
mHTT CaM bind = mHTT-calmodulin interaction abrogation; P42858; AlphaScreen His-mHTT/GST-CaM binding, luminescence; inhibition, % at 15 µM; actives 3.6% (n = 190,000); AID 1671202;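 also: 0% = both proteins with DMSO and 100% = one protein alone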
Target sequence (P42858 whole entry, looked up, stated change not applied): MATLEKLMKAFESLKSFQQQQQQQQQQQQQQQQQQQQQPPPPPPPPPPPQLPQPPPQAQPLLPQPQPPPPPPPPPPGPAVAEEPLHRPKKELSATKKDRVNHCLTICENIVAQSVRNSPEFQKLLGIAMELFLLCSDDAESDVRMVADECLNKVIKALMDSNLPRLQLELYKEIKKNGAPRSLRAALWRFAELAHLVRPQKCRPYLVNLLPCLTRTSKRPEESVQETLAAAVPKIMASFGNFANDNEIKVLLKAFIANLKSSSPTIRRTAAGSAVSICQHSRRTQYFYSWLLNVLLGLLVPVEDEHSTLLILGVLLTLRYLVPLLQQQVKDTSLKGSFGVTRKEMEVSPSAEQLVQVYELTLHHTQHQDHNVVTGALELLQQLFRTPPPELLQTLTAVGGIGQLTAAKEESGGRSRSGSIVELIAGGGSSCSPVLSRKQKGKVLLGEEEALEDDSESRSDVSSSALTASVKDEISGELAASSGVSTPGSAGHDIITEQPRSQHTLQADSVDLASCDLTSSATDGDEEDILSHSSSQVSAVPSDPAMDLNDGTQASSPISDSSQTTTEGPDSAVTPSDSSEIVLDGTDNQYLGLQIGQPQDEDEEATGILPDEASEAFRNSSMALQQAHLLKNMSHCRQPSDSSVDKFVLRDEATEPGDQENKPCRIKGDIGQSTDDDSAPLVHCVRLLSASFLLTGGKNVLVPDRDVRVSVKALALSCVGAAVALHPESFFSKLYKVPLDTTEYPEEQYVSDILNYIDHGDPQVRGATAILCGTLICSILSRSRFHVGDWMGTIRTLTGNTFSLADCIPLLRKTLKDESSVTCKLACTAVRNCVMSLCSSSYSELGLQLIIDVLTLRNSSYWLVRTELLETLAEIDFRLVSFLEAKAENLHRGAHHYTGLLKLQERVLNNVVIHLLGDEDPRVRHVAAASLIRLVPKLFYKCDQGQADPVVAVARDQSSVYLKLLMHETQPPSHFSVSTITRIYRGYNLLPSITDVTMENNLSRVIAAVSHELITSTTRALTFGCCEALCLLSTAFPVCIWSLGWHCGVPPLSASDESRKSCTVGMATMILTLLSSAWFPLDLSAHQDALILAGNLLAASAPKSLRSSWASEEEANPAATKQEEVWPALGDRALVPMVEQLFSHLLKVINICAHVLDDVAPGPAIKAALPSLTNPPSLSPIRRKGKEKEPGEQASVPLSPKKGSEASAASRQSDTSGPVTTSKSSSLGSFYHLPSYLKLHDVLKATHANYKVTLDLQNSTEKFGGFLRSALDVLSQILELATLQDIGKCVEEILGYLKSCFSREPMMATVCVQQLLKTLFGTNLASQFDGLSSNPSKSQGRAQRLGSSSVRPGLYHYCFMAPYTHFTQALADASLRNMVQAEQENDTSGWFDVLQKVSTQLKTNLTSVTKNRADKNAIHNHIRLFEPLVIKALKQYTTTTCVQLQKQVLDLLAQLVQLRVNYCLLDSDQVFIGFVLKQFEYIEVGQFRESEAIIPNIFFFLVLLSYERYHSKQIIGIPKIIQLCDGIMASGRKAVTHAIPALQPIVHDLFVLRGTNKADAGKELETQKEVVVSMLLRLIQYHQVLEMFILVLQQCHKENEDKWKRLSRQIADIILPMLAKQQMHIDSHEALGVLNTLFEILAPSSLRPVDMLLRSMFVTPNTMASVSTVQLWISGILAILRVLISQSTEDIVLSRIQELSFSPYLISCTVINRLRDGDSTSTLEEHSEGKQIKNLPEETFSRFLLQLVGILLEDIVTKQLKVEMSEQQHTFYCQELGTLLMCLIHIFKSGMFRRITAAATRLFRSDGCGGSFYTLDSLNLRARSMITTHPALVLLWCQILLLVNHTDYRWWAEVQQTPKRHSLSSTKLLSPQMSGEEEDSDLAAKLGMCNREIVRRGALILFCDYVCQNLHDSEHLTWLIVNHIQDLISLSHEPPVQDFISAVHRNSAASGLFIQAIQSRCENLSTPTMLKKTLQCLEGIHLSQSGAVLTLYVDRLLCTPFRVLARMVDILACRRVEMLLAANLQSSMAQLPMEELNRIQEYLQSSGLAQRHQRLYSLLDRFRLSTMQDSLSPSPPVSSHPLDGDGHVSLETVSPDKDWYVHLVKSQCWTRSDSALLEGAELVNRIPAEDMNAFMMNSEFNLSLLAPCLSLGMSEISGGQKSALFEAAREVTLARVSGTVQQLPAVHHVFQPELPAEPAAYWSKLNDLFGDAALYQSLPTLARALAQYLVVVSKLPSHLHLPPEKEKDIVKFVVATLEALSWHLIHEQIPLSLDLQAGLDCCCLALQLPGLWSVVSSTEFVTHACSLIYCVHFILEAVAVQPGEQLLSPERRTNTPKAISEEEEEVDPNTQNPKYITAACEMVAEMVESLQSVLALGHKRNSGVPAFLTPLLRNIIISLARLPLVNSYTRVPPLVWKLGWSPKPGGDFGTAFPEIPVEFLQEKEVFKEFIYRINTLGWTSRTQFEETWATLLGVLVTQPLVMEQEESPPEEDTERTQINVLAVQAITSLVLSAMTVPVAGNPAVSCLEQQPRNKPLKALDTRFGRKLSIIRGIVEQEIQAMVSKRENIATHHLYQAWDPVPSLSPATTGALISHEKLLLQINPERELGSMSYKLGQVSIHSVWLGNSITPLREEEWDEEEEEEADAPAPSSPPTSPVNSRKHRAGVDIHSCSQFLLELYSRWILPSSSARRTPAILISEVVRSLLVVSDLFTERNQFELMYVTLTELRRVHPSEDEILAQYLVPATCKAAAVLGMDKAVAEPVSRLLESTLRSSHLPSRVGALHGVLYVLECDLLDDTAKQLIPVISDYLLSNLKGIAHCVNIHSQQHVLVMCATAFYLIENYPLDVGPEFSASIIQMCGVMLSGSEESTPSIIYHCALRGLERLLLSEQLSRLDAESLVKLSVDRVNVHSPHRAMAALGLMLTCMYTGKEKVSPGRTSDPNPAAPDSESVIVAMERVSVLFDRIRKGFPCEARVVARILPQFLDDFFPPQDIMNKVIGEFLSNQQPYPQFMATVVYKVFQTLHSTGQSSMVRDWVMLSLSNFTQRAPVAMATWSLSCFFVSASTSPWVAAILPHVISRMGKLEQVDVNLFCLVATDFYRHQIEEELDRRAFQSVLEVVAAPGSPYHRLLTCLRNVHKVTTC
The depositor's hits bear a star; & = joins results of further samples. Rule as the data show it: active = inhibition above about 50%; inactive = the rest.

`CCCN1CCN(C(=O)c2cc3c(n2C)CCN(Cc2ccc(C)cc2)C3)CC1` gave Pf apPOL block -1 and mHTT CaM bind 44.
Screening COc1cc2c(cc1OC)C(Nc1ccc(Br)cc1)=NC(C)(C)C2 returned Pf apPOL block -4 and mHTT CaM bind 5.
For FC(F)(F)c1ccc(/C=N\n2c(C3CCCCC3)n[nH]c2=S)cc1 the results were mHTT CaM bind inactive.
`Cc1nc(SCc2nnc(-c3ccc(Cl)cc3)o2)c(C#N)c(C)c1C` gave Pf apPOL block 3 and mHTT CaM bind -5.
Cc1nc2c(c(=O)n1CC(=O)Nc1ccc(C(C)C)cc1)CCN(Cc1ccccc1)C2 was read as Pf apPOL block -2 and mHTT CaM bind 13.
O=C(Nc1ccc(N2CCCN(C(=O)C3CC3)CC2)cc1)c1cnccn1 was read as Pf apPOL block -1 and mHTT CaM bind -3.
NS(=O)(=O)c1ccc(NC(=O)CN2C(=O)C(=O)N(c3ccccc3)C2=O)cc1 was read as Pf apPOL block -6&-8 and mHTT CaM bind -3&0.
Screening O=C(Oc1ccc2c(c1)OC(=Cc1cccnc1)C2=O)c1ccc(Br)cc1 returned Pf apPOL block 2 and mHTT CaM bind 76*.
For CC1(C)NC(=O)N(CC(O)CN2C(=O)CCC2=O)C1=O (configuration not stated) the results were Pf apPOL block 4 and mHTT CaM bind 1.
`O=S(=O)(c1ccc(Cc2ccc(S(=O)(=O)N3CCOCC3)cc2)cc1)N1CCOCC1` gave Pf apPOL block -10 and mHTT CaM bind 15.
For CCC1CCCCN1C(=O)C1c2cc(OC)c(OC)cc2C(=O)N(C)C1c1cccs1 (configuration not stated) the results were Pf apPOL block -4 and mHTT CaM bind 7.
For NS(=O)(=O)c1ccc(NC(=O)CC2Sc3ccc(C(F)(F)F)cc3NC2=O)cc1 (configuration not stated) the results were Pf apPOL block -8 and mHTT CaM bind 3.
Screening Cc1ccc2nc(Nc3ccccc3)c(C=O)c(=O)n2c1 returned Pf apPOL block -6 and mHTT CaM bind 9.
COc1ccccc1OCCCCOc1ccccc1[N+](=O)[O-] was read as Pf apPOL block -3 and mHTT CaM bind -32.
Screening COc1ccc(C2C(C(=O)NC3CCCC(C)C3C)c3ccccc3C(=O)N2C)cc1 (configuration not stated) returned Pf apPOL block -5 and mHTT CaM bind 7.
For O=S(=O)(Nc1ccc(Br)cc1F)c1cccnc1 the results were Pf apPOL block -1 and mHTT CaM bind 0.
For Cc1ccc(-n2c(-c3ccc(Br)cc3)cn3c4c(=O)n(C)c(=O)n(C)c4nc23)cc1 the results were Pf apPOL block -4 and mHTT CaM bind -2.
CC(/C=N/NC(=O)c1ccoc1C)=C\c1ccco1 was read as mHTT CaM bind inactive.
Screening CC(C)CNCC(O)COc1cccc2ccccc12 (configuration not stated) returned Pf apPOL block 2 and mHTT CaM bind -4.
Screening COc1ccc(C(=O)N2CCN(c3ccccc3)C(=O)C2C)cc1 (configuration not stated) returned Pf apPOL block 0 and mHTT CaM bind -3.

Brought forward from above: two compounds, followed by the next part.
Screening CC(C)CNCC(O)COc1cccc2ccccc12 (configuration not stated) returned Pf apPOL block 2 and mHTT CaM bind -4.
Screening COc1ccc(C(=O)N2CCN(c3ccccc3)C(=O)C2C)cc1 (configuration not stated) returned Pf apPOL block 0 and mHTT CaM bind -3.
For CCN(CC)c1ccc(N=Cc2cc(Br)ccc2O)cc1 the results were Pf apPOL block -2 and mHTT CaM bind 3.
`O=C1Nc2ccccc2/C1=C/c1nc2ccccc2c(=O)n1-c1ccccc1[N+](=O)[O-]` gave Pf apPOL block -6 and mHTT CaM bind 0.
O=C(Cn1ccc2sccc2c1=O)Nc1ccc(C(F)(F)F)cc1 was read as Pf apPOL block 0 and mHTT CaM bind -10.
COc1ccc(C)cc1NC(=O)c1cnc(N2CCN(c3ccccn3)CC2)c2ccccc12 was read as Pf apPOL block 1 and mHTT CaM bind 4.
c1coc(-c2nc3sc4c(N5CCOCC5)ncnc4c3c3c2CCCC3)c1 was read as Pf apPOL block 0 and mHTT CaM bind 6.
`COc1ccc(/C=C2\SC(=O)N(CNc3ccc(C)c(C)c3)C2=O)cc1` gave Pf apPOL block -2 and mHTT CaM bind 15.
Screening Cc1ccnc(N2CCCC(C(=O)NCCCc3ccccc3)C2)n1 (configuration not stated) returned Pf apPOL block -9 and mHTT CaM bind -9.
COc1ccc(NC(=O)c2cn3c(n2)CN(CC(C)C)CC3)cc1 was read as Pf apPOL block -6 and mHTT CaM bind 22.
`Cc1cccc(C(=O)N2CCCC(COc3ccc(C(=O)N4CCOCC4)cc3)C2)c1` (configuration not stated) gave Pf apPOL block -5 and mHTT CaM bind 11.
`CCc1ccccc1NS(=O)(=O)c1ccc(NC(C)=O)cc1` gave Pf apPOL block -3 and mHTT CaM bind -6.
`O=S(=O)(Nc1ccccc1SCc1c(F)cccc1Cl)c1cccs1` gave Pf apPOL block -2.
For O=C(Nc1nc2ccccc2s1)c1c(F)cccc1Cl the results were Pf apPOL block -13 and mHTT CaM bind -2.
For O=C(c1ccc(OCC2CCN(C(=O)c3ccco3)CC2)cc1)N1CCOCC1 the results were Pf apPOL block -1 and mHTT CaM bind 2.
For COC1(OC)N=C(N)C2(C#N)C3C=CC(CC3)C12C#N (configuration not stated) the results were Pf apPOL block 0 and mHTT CaM bind 2.
Cc1cc(C2CCCN2C(=O)c2ccc(F)cc2)no1 (configuration not stated) was read as Pf apPOL block 1 and mHTT CaM bind 3.
O=c1c2ccccc2oc2ccc(-c3ccoc3)cc12 was read as Pf apPOL block 17 and mHTT CaM bind 33.
For CCc1ccc(NC(=O)c2cc3nc(-c4ccco4)cc(C(F)(F)F)n3n2)cc1 the results were Pf apPOL block -2 and mHTT CaM bind 2.
`Cc1nn(C)c(C)c1NC(=O)c1ccnn1C` gave Pf apPOL block -7 and mHTT CaM bind 2.
For CCCCN(CC)C(=O)c1ccc([N+](=O)[O-])cc1 the results were Pf apPOL block -6 and mHTT CaM bind 0.
Screening CCCSc1nc(O)c(CC)c(=O)n1-c1ccccc1 returned Pf apPOL block -2 and mHTT CaM bind -4.
Screening COc1cc2c(cc1NC(=O)CSc1nc3ccccc3o1)oc1ccccc12 returned Pf apPOL block -1 and mHTT CaM bind 4.
O=C(/C=C/c1ccccc1)Nc1c(-c2ccccc2)nc2ccccn12 was read as Pf apPOL block -7 and mHTT CaM bind 61*.
Screening CCCCN1C(=O)S/C(=C\c2c(NCCCO)nc3ccccn3c2=O)C1=O returned Pf apPOL block -11 and mHTT CaM bind 16.
Screening CCCC(=O)N1CCN(c2nc(C)nc(C)c2Cc2cccc(C)c2)CC1 returned Pf apPOL block -1 and mHTT CaM bind 4.
COc1cc(-c2cc3ccccn3c2)cc(OC)c1OC was read as Pf apPOL block 0 and mHTT CaM bind 61*.
For Cc1cc(N=Cc2ccc([N+](=O)[O-])cc2)ccc1Br the results were Pf apPOL block -2.
`CCCc1cc(=O)oc2cc(OC(C)C(=O)NNS(=O)(=O)c3cccc(C(F)(F)F)c3)ccc12` (configuration not stated) gave Pf apPOL block 0.
`Cc1c(Cl)c([N+](=O)[O-])nn1CC(=O)Nc1ccc2c(c1)OCO2` gave Pf apPOL block -1&-2 and mHTT CaM bind 9&-2.
CCCc1cnc(NCCNCC(O)COc2ccc(Cl)c(Cl)c2)nc1 (configuration not stated) was read as Pf apPOL block -11.
`N#Cc1ccccc1CSc1n[nH]c(=O)[nH]c1=O` gave Pf apPOL block 1 and mHTT CaM bind -1.
Cc1nnc(SCC(=O)Nc2nsc(-c3ccccc3)n2)s1 was read as Pf apPOL block -7 and mHTT CaM bind 7.
Screening Cc1cccc(NS(=O)(=O)c2cc(C(=O)Nc3ccccc3C)ccc2C)c1 returned Pf apPOL block -6 and mHTT CaM bind -3.
`O=c1[nH]c(O)c(C(c2cccc(OCc3ccccc3F)c2)c2c(O)[nH]c(=O)[nH]c2=O)c(=O)[nH]1` gave Pf apPOL block 3 and mHTT CaM bind -5.
`COCCCN1COc2ccc3c(=O)c(-c4ccccc4)c(C(F)(F)F)oc3c2C1` gave Pf apPOL block -3 and mHTT CaM bind -7.
CCCCNC(=O)C1CCN(c2nc3ccccc3[nH]2)CC1 was read as Pf apPOL block -8 and mHTT CaM bind -9.
Cc1nn(-c2nc3ccccc3[nH]2)c2c1C(=O)CC(c1ccco1)C2 (configuration not stated) was read as Pf apPOL block -11 and mHTT CaM bind 3.
For Cc1ccc(NC(=O)CSc2nnnn2-c2ccccc2)cc1F the results were Pf apPOL block -5 and mHTT CaM bind -6.
For CCC1(C)CC(CCNCc2ccccc2O)(c2ccccc2OC)CCO1 (configuration not stated) the results were Pf apPOL block 0 and mHTT CaM bind 7.
`COc1ccccc1-c1coc2cc(OC(C)=O)cc(OC(C)=O)c2c1=O` gave Pf apPOL block 2 and mHTT CaM bind 2.
COc1ccc2oc(-c3ccc(N=Cc4cccc([N+](=O)[O-])c4O)cc3)nc2c1 was read as Pf apPOL block 1 and mHTT CaM bind 19.
Cc1cc(NC(=O)C(=O)NC(C)Cc2ccco2)no1 (configuration not stated) was read as Pf apPOL block 2 and mHTT CaM bind -11.
COc1cc(-c2nc3ccccn3c2N=Cc2cc([N+](=O)[O-])cc([N+](=O)[O-])c2O)ccc1O was read as Pf apPOL block 1 and mHTT CaM bind 2.
CC(C)c1ccc(N2CC(C(=O)NCC3CCCO3)CC2=O)cc1 (configuration not stated) was read as Pf apPOL block -2 and mHTT CaM bind 3.
For Cc1ccccc1C(=O)N1CCC2(CC1)NC(=O)c1cc(F)ccc1N2C the results were Pf apPOL block 0 and mHTT CaM bind -7.
For O=S(=O)(Nc1ccccn1)c1ccc(N=Cc2ccccc2Cl)cc1 the results were Pf apPOL block -9 and mHTT CaM bind 1.
`O=C(O)CNC(=O)CC12CC3CC(CC(C3)C1)C2` gave Pf apPOL block -1 and mHTT CaM bind 1.
CCc1nc(C2CCN(C(=O)c3ccco3)CC2)n[nH]1 was read as Pf apPOL block 11 and mHTT CaM bind 3.
Screening NNC(=O)Cc1csc(-c2ccccc2)n1 returned Pf apPOL block 10.
For COc1ccc(-c2ncc3c(n2)CCN(C(=O)c2ccc(C(C)C)cc2)C3)cc1 the results were Pf apPOL block 0 and mHTT CaM bind 0.
`Cc1ccc(N2C(=O)C3C4c5ccccc5C(CO)(c5ccccc54)C3C2=O)c(Br)c1` (configuration not stated) gave Pf apPOL block -4 and mHTT CaM bind 27.
`Cn1c(NC(=O)c2ccc(N3C(=O)CCC3=O)cc2)cc(=O)n(C)c1=O` gave Pf apPOL block -3 and mHTT CaM bind -23.
For Cc1ccc(-c2csc(N3C(=N)SCC3=O)n2)cc1 the results were Pf apPOL block 6 and mHTT CaM bind 0.
COc1ccc2nc(N3CCCC(C(=O)NCc4ccccc4Cl)C3)sc2c1 (configuration not stated) was read as Pf apPOL block -7 and mHTT CaM bind 7.
O=C1c2ccccc2-c2onc3c(Br)cc(Br)c1c23 was read as Pf apPOL block -1 and mHTT CaM bind 10.
`Cc1ccc(C(=O)Nc2cccc(Cl)c2Cl)c(Cl)c1` gave Pf apPOL block 1 and mHTT CaM bind -26.
Screening Cc1ccc(C(=O)N2CCC(c3nc(C(=O)N(C)C)c(C)o3)CC2)c(C)c1 returned Pf apPOL block -2 and mHTT CaM bind -4.
CC12CN3CC(C)(CN(C1)C3C1CCCCC1)C2=O (configuration not stated) was read as Pf apPOL block 0 and mHTT CaM bind -1.
For CCOC(=O)c1ccc(Oc2c(C(F)(F)F)oc3cc(O)ccc3c2=O)cc1 the results were Pf apPOL block -2 and mHTT CaM bind 6.
Screening O=C(CN1CCC(c2nc(-c3ccc(F)cc3)no2)CC1)NC1CCCCC1 returned Pf apPOL block -3 and mHTT CaM bind -1.
For CC1CCCCN1C(=O)C1c2ccccc2Oc2ccccc21 (configuration not stated) the results were Pf apPOL block 1 and mHTT CaM bind -6.
For O=C(Nc1cc(F)cc(F)c1)c1ccc(N2CCN(c3ccccn3)CC2)c([N+](=O)[O-])c1 the results were Pf apPOL block -4 and mHTT CaM bind 41.
For COc1ccc2nc(NC(=O)c3ccco3)sc2c1 the results were Pf apPOL block -3 and mHTT CaM bind -3.
For ON=C(C(=NO)c1ccco1)c1ccco1 the results were Pf apPOL block 1.

Ordered by SMILES length (highest first): part of the list above
Screening Cc1ccc(C(=O)N2CCC(c3nc(C(=O)N(C)C)c(C)o3)CC2)c(C)c1 returned Pf apPOL block -2 and mHTT CaM bind -4.
For CCOC(=O)c1ccc(Oc2c(C(F)(F)F)oc3cc(O)ccc3c2=O)cc1 the results were Pf apPOL block -2 and mHTT CaM bind 6.
For Cc1ccccc1C(=O)N1CCC2(CC1)NC(=O)c1cc(F)ccc1N2C the results were Pf apPOL block 0 and mHTT CaM bind -7.
CC(C)c1ccc(N2CC(C(=O)NCC3CCCO3)CC2=O)cc1 (configuration not stated) was read as Pf apPOL block -2 and mHTT CaM bind 3.
For Cc1ccc(-c2csc(N3C(=N)SCC3=O)n2)cc1 the results were Pf apPOL block 6 and mHTT CaM bind 0.
For ON=C(C(=NO)c1ccco1)c1ccco1 the results were Pf apPOL block 1.
